TR SRC2 fluor cs: Texas Red fluorescence interference in TRb-SRC2 counter-screen; 280,000 compounds, 0.29% hits; Potency, µM (top dose mostly 106 µM), for the others: top-dose fluorescence change, negative = quenching; TRb/SRC2 Texas Red total fluorescence interference; active means well fitted curve in either direction with a large enough effect; inconclusive means small, poorly fitted or top-dose-only effect; further: on the % scale 0 is the no-effect control and ±100 the full control effect
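Flags fluorescent or light-absorbing compounds by total fluorescence, S + 2P, at 555 nm excitation and 632 nm emission. Mixture: 20 nM Texas Red SRC2 peptide, 0.6 uM human TRb LBD, 1 uM T3, 5% DMSO; compound exposure 5 h at ambient temperature.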
RGS12 GoLoco inh: blocks human Gai1 binding to RGS12 GoLoco peptide, red readout | P63096 | Gai1:RGS12 GoLoco peptide FP, rhodamine, 10 min | Potency, µM (top dose mostly 61.6 µM), for inactives: at the top dose activity, negative = inhibition, actives largely listed as inhibitors | 230,000 compounds, 0.44% hits | AID 880; active means well fitted inhibition curve with a large enough effect, not every such curve was filed as active; inactive means no such curve, though single readings can be large or run the other way; further: on the % scale 0 is the no-effect control and ±100 the full control effect; nearly all actives have a fitted effect of over 30% in size; many of its hits are not listed in these tables
Target sequence (P63096 whole entry, looked up): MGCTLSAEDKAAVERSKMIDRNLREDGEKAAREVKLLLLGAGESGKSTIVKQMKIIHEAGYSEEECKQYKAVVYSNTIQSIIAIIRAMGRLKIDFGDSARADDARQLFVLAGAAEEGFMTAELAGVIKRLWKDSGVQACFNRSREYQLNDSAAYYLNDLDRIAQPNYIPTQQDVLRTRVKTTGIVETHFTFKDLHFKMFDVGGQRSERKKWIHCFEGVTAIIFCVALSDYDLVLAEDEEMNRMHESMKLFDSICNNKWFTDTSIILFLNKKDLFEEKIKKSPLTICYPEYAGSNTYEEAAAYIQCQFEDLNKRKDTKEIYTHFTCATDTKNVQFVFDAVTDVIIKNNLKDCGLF
Lamin A splicing: LMNA splicing modulation | HeLa LMNA splicing GFP/RFP minigene ratio, 48 h | Potency, µM (series often up to 46.1 µM), for the others: at the top dose ratio change, negative = inhibition, usual class: inhibitors | 200,000 compounds, 0.01% hits | AID 1487; active means well fitted inhibition curve with a large enough effect in the signal ratio, with a control signal flat, not every such curve was filed as active; inconclusive means small, poorly fitted or top-dose-only effect, or effect the other way, or a change in a side signal; the % refers to the signal ratio; further: on the % scale 0 is the no-effect control and ±100 the full control effect
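S3 HeLa cells stably expressing lamin A-EGFP splicing minigene plus DsRed2, 600 cells/well, 48 h compound exposure at 37C. Laser-scanning cytometry; analysed as GFP (500-530 nm)/RFP (575-640 nm) total intensity ratio; 0.5% DMSO vehicle.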
SMN2 splice up: SMN2 splice variant enhancement; 210,000 compounds, 2.8% hits; HEK293 SMN2-luciferase splicing reporter, luminescence, 30-36 h; Potency, µM (series often up to 46.1 µM), for the others: top-dose activity change, positive = activation, hits mostly activators; further: % of control where 0% means no effect; nearly all actives have a fitted effect of over 55% in size
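qHTS luciferase splicing reporter: luminescence rises when SMN2 exon 7 is included in transfected HEK293 cells. Compound exposure lasted 30-36 h at 37C, with 4.5 mM final sodium butyrate as control, followed by a ONE-Glo read.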
TRb SRC2 PPI: disrupts binding of human TR beta to SRC2. 280,000 compounds, 0.065% hits. P10828. TRbeta-SRC2 peptide binding, fluorescence polarization; receptor liganded with 1 µM T3. Potency, µM (doses to about 106 µM), for the others: at the top dose activity change, negative = inhibition, actives largely listed as inhibitors;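 further: plate controls were bound peptide for no effect and peptide without receptor for full effect; nearly all actives have a fitted effect of over 50% in size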
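Decrease in fluorescence polarization of 20 nM Texas Red SRC2 coactivator peptide flagged inhibition of its binding to 0.6 uM TRb LBD; 1 uM T3 included, incubation 5 hr, ex 555/em 632 nm.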
ALDH1A1 inh: ALDH1A1 (human) enzyme inhibition. P00352. Purified ALDH1A1, NADH fluorescence, propionaldehyde substrate. Potency, µM (top dose mostly 75.3 µM), for inactives: at the highest dose activity, negative = inhibition, actives largely listed as inhibitors. 220,000 compounds, 7.3% hits. AID 1030; active means well fitted inhibition curve with a large enough effect, not every such curve was filed as active; inconclusive means small, poorly fitted or top-dose-only effect, or another doubt; inactive means no such curve, though single readings can be large or run the other way;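 further: plate controls were no enzyme wells and a reference inhibitor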
JMJD2E inh: JMJD2E (human) inhibition; JMJD2E catalytic domain, FDH-coupled NADH fluorescence (FDH is formaldehyde dehydrogenase); Potency, µM (highest dose often 57.1 µM), inactives show at the top dose activity change, negative = inhibition, usual class: inhibitors; 230,000 compounds, 1.6% hits; active means well fitted inhibition curve with a large enough effect, not every such curve was filed as active; inconclusive means small, poorly fitted or top-dose-only effect, or another doubt; inactive means no such curve, though single readings can be large or run the other way;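 further: 0% = wells with enzyme and -100% = buffer wells without enzyme; nearly all actives have a fitted effect of over 50% in size; many of its hits are not listed in these tables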
Target sequence (B2RXH2 1-337 limits assumed): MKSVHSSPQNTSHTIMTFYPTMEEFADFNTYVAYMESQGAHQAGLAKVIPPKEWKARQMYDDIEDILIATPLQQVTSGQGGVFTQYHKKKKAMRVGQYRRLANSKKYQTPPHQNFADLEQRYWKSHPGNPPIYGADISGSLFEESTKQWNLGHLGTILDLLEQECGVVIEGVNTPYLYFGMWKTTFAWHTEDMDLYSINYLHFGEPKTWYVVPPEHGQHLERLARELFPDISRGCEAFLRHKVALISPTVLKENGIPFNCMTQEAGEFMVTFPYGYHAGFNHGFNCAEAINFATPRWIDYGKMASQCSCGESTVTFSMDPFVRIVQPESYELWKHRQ
RECQ1 helicase: blocks DNA unwinding by human RECQ1; RECQ1 DNA unwinding, red fluorescence kinetic read; Potency, µM (titrated, usually from 57.3 µM), without a hit: at the highest dose activity, negative = inhibition, actives largely listed as inhibitors; 240,000 compounds, 0.54% hits;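 further: plate controls were vehicle for no effect and no enzyme for full effect; nearly all actives have a fitted effect of over 30% in size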
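50 nM RECQ1T1 preincubated 15 min with compound in Tris pH 8.0 buffer with MgCl2, DTT, Tween-20 and 2.5 ug/ml poly(dI-dC); started with 200 nM TAMRA/BHQ-2 forked duplex and 2 mM ATP. Unwinding read as fluorescence (525/598 nm), two reads 2 h apart.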
The depositor's hits bear a star; & = joins results of further samples; [ ] = another dose, or the depositor's remark. Unless noted, the call rests on the fitted dose curve; in most records, active means well fitted curve in the direction sought with a large enough effect; inconclusive means small, poorly fitted or top-dose-only effect, or another doubt; inactive means no such curve, though single readings can be large; an effect the other way counts as inactive or inconclusive. Potency means the concentration at half of the fitted maximal effect. The list is partial; count on the stated rates, not on these rows.

Screening CC(=O)Nc1nnc(SCc2ccccc2F)s1 returned TR SRC2 fluor cs 0.4%, RGS12 GoLoco inh 6.8%, Lamin A splicing -1.8%, SMN2 splice up inconclusive, TRb SRC2 PPI -4.0%, ALDH1A1 inh 0.6%, JMJD2E inh 7.7% and RECQ1 helicase -5.1%.
For COc1ccccc1-c1ccc2ncnc(Nc3ccccc3)c2c1 the results were RGS12 GoLoco inh 5.5%, Lamin A splicing inconclusive, ALDH1A1 inh inconclusive and RECQ1 helicase -11.3%.
O=C(CCc1nnc(Cc2ccc3c(c2)OCO3)o1)NCc1nc2ccccc2s1 was read as TR SRC2 fluor cs -0.7%[53 µM], RGS12 GoLoco inh 2.5%, Lamin A splicing inconclusive, TRb SRC2 PPI 1.9%[53 µM], ALDH1A1 inh -5.4%, JMJD2E inh 2.8% and RECQ1 helicase inactive.
For COc1ccc(N2C(=O)CC3(CCCC3)CC2=O)cc1 the results were TR SRC2 fluor cs -5.1%, RGS12 GoLoco inh 1.3%, Lamin A splicing -9.7%, SMN2 splice up 7.5%, TRb SRC2 PPI 1.8%, ALDH1A1 inh 4.8%, JMJD2E inh 8.4% and RECQ1 helicase -4.9%.
Cc1ccc2cc(/C=C/C(=O)c3ccco3)c(Cl)nc2c1 was read as TR SRC2 fluor cs -2.7%, RGS12 GoLoco inh -2.5%, TRb SRC2 PPI -2.1%, JMJD2E inh -16.2% and RECQ1 helicase 3.7%.
COc1ccc(CN2CCn3nc(C(=O)NC(C)C)cc3C2=O)cc1 was read as TR SRC2 fluor cs -3.3%, RGS12 GoLoco inh 7.7%, SMN2 splice up 16.6%, TRb SRC2 PPI -6.6%, ALDH1A1 inh -13.6%, JMJD2E inh -1.7% and RECQ1 helicase -0.4%.
Screening Cc1nc(NCc2ccccc2)c2cc[nH]c2n1 returned TR SRC2 fluor cs -1.0%, RGS12 GoLoco inh -3.7%, TRb SRC2 PPI 4.3%, JMJD2E inh 2.4% and RECQ1 helicase -0.7%.
Cc1onc(-c2ccccc2)c1CNC(=O)CN1C(=O)c2ccccc2C1=O was read as TR SRC2 fluor cs -6.9%, RGS12 GoLoco inh 4.5%, Lamin A splicing 14.6%[46 µM], TRb SRC2 PPI -1.1%, ALDH1A1 inh -10.1%, JMJD2E inh inconclusive and RECQ1 helicase -1.2%.
CC(C)(O)C(=O)NN(Cc1ccccc1)c1ccccc1 was read as TR SRC2 fluor cs -0.9%, RGS12 GoLoco inh -1.8%, Lamin A splicing -8.3%, SMN2 splice up -7.5%, TRb SRC2 PPI -2.2%, ALDH1A1 inh 1.0%, JMJD2E inh 1.5% and RECQ1 helicase -0.7%.
Screening CCn1c(SCC(=O)NC2CCCCC2)nnc1-c1cccs1 returned TR SRC2 fluor cs -5.9%, RGS12 GoLoco inh 1.3%, Lamin A splicing -4.5%, SMN2 splice up 15.1%, TRb SRC2 PPI -6.3%, ALDH1A1 inh inconclusive, JMJD2E inh 4.9% and RECQ1 helicase -6.2%.
`Cc1nc2cc(CO)ccc2n1C` gave TR SRC2 fluor cs -0.3%, RGS12 GoLoco inh 2.7%, Lamin A splicing -2.8%, SMN2 splice up 11.6%, TRb SRC2 PPI -6.4%, ALDH1A1 inh -1.4%, JMJD2E inh -3.1% and RECQ1 helicase -6.0%.
Screening CC(C)N1C(=O)c2ccccc2C1C(=O)NC1CCCCCC1 (stereo not drawn) returned TR SRC2 fluor cs 2.8%, RGS12 GoLoco inh -7.6%, Lamin A splicing 3.7%, SMN2 splice up -4.7%, TRb SRC2 PPI -23.9%, ALDH1A1 inh 4.0%, JMJD2E inh -6.9% and RECQ1 helicase -1.3%.
COc1ccc(C(c2nnnn2Cc2ccccc2)N2CCN(c3ccccc3)CC2)cc1 (stereo not drawn) was read as TR SRC2 fluor cs -2.9%, RGS12 GoLoco inh 7.5%, Lamin A splicing 5.8%, SMN2 splice up 23.5%, TRb SRC2 PPI -8.2%, ALDH1A1 inh -3.0%, JMJD2E inh -7.2% and RECQ1 helicase 1.5%.
For Cc1occc1-c1nnc(SCC(=O)Nc2ccccc2)n1CCc1ccccc1 the results were TR SRC2 fluor cs 2.1%, RGS12 GoLoco inh 5.9%, Lamin A splicing 2.5%, SMN2 splice up -7.8%, TRb SRC2 PPI 5.2%, ALDH1A1 inh 3.7%, JMJD2E inh -4.9% and RECQ1 helicase -11.1%.
`FC(F)(F)c1cccc(-c2nc3nc(Cl)c(Cl)nc3[nH]2)c1` gave TR SRC2 fluor cs inconclusive, RGS12 GoLoco inh 12.5%[14.2 µM], SMN2 splice up -30.9%[inhibitor][9.22 µM], TRb SRC2 PPI inconclusive, ALDH1A1 inh inconclusive, JMJD2E inh inconclusive and RECQ1 helicase -1.9%.
Cn1cc(C(=O)c2ccc(Cl)cc2Cl)cc1C(=O)N/N=C(\N)COc1ccccc1 was read as TR SRC2 fluor cs -4.2%, RGS12 GoLoco inh -1.3%, Lamin A splicing -11.0%, SMN2 splice up -7.0%, TRb SRC2 PPI 0.2%, ALDH1A1 inh -2.6%, JMJD2E inh inconclusive and RECQ1 helicase -14.7%.
Screening Cc1ccc(NC(=O)OCCN2CCN(Cc3ccccc3)CCC2=O)cc1C returned TR SRC2 fluor cs -0.4%&-0.2%, RGS12 GoLoco inh -0.4%&1.4%, Lamin A splicing inconclusive, SMN2 splice up -47.6%[inhibitor], TRb SRC2 PPI 6.7%&-5.2%, ALDH1A1 inh -3.5%&10.6%, JMJD2E inh -9.5% and RECQ1 helicase -16.2%.
For COc1ccc(C(=O)CSc2nnc(CNC(=O)c3ccco3)n2C)cc1 the results were TR SRC2 fluor cs 1.4%, RGS12 GoLoco inh 4.8%, SMN2 splice up 4.8%, TRb SRC2 PPI -8.5%, ALDH1A1 inh inconclusive, JMJD2E inh -5.0% and RECQ1 helicase inactive.
Screening CC(C)n1c(SCC(=O)N2CCCC2)nc2c1c(=O)n(C)c(=O)n2C returned TR SRC2 fluor cs 0.0%, RGS12 GoLoco inh 0.8%, Lamin A splicing 15.9%, SMN2 splice up -8.4%, TRb SRC2 PPI -1.7%, ALDH1A1 inh 8.5%, JMJD2E inh 6.8% and RECQ1 helicase inactive.
`Cc1nn(C)cc1CN(C)C(=O)CCc1nnc(CCC2CCCCC2)o1` gave TR SRC2 fluor cs -1.2%, RGS12 GoLoco inh 8.7%, Lamin A splicing 27.3%[46 µM], SMN2 splice up 2.8%, TRb SRC2 PPI 1.4%, ALDH1A1 inh 4.1%, JMJD2E inh -2.1% and RECQ1 helicase inactive.
Cc1ccc(NC(=O)N2CCCC(c3nc(-c4ccc(F)cc4)no3)C2)cc1 (stereo not drawn) was read as TR SRC2 fluor cs 2.5%, RGS12 GoLoco inh 0.1%, TRb SRC2 PPI 3.6%, JMJD2E inh -12.2% and RECQ1 helicase -3.1%.
Screening CCc1c(C)sc(NC(=O)CC#N)c1C#N returned TR SRC2 fluor cs 5.6%, RGS12 GoLoco inh 73.5%[activator], Lamin A splicing -2.3%, TRb SRC2 PPI -14.6%, ALDH1A1 inh 3.55µM*, JMJD2E inh inconclusive and RECQ1 helicase -16.3%.
`COc1cccc(C(=O)Nc2ncc3c(n2)CC(C)(C)CC3=O)c1` gave TR SRC2 fluor cs -1.1%, RGS12 GoLoco inh 1.4%, Lamin A splicing inconclusive, SMN2 splice up 8.1%, TRb SRC2 PPI -0.2%, ALDH1A1 inh -4.4%, JMJD2E inh 5.6% and RECQ1 helicase -0.4%.
NC(=O)CCn1c2ccccc2c2ccccc21 was read as TR SRC2 fluor cs -3.0%, RGS12 GoLoco inh 0.9%, SMN2 splice up -1.7%, TRb SRC2 PPI -4.3%, ALDH1A1 inh -2.7%, JMJD2E inh inconclusive and RECQ1 helicase inactive.
Screening CCCNC(=S)NCCN1CCCCC1 returned TR SRC2 fluor cs 0.0%, RGS12 GoLoco inh 2.7%, Lamin A splicing -2.9%, SMN2 splice up -12.4%, TRb SRC2 PPI 2.8%, ALDH1A1 inh 35.5µM*, JMJD2E inh inconclusive and RECQ1 helicase inactive.
`COc1ccccc1-c1nnc(NC(=O)c2cccc(N3C(=O)CCC3=O)c2)o1` gave TR SRC2 fluor cs 0.1%, RGS12 GoLoco inh 11.8%, Lamin A splicing -18.2%, SMN2 splice up 2.5%, TRb SRC2 PPI 6.5%, ALDH1A1 inh -5.9%, JMJD2E inh 1.2% and RECQ1 helicase 2.3%.
COc1ccc(NC(=O)c2ccc(NCCCN3CCOCC3)c([N+](=O)[O-])c2)cc1 was read as TR SRC2 fluor cs -7.7%, RGS12 GoLoco inh 7.5%, Lamin A splicing inconclusive, SMN2 splice up -10.6%, TRb SRC2 PPI -17.8%, ALDH1A1 inh -15.4%, JMJD2E inh -5.2% and RECQ1 helicase -2.0%.
Screening Cc1oc(-c2ccc(Cl)cc2)nc1CN1CCC(C(=O)N2CCN(Cc3ccccc3)CC2)CC1 returned TR SRC2 fluor cs 1.1%, RGS12 GoLoco inh 16.8%, Lamin A splicing inconclusive, SMN2 splice up -34.3%[inhibitor], TRb SRC2 PPI -3.7%, ALDH1A1 inh inconclusive, JMJD2E inh 0.7% and RECQ1 helicase -9.5%.
Screening CN1CCc2c(sc3c2C(=O)NC(c2ccc(-c4cccc(Cl)c4)o2)N3)C1 (stereo not drawn) returned TR SRC2 fluor cs 9.7%, RGS12 GoLoco inh 139.0%[activator], TRb SRC2 PPI 1.3%, ALDH1A1 inh inconclusive, JMJD2E inh inconclusive and RECQ1 helicase 14.8%.
Screening CC(C)=CCN1CCN(Cc2cnc(-c3ccccc3)s2)CC1CCO (stereo not drawn) returned TR SRC2 fluor cs -1.2%, RGS12 GoLoco inh 3.0%, TRb SRC2 PPI -1.7%, ALDH1A1 inh 8.1%, JMJD2E inh 5.0% and RECQ1 helicase -2.4%.

Source: PubChem (National Center for Advancing Translational Sciences (NCATS))
